KKLEB cytotox = cytotoxicity in KKLEB CF airway cells, primary screen, cytotoxicity control for CF NF-kB inhibitor project, cell-based, uHTS, fluorescence assay plates; KKLEB CF airway cells viability, ATPlite luminescence, overnight; stronger effect = lower value; cells stimulated with P. aeruginosa culture filtrate; activity change (cytotoxicity), % at 5 µM; 360,000 compounds, 0.36% hits; AID 602141, 2011;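 active = corrected activity change at or below -50% at 5 µM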
Shn3 inh set2 = reduction of Shn3 3'UTR firefly luciferase signal, primary screen, Schnurri-3 inhibitor project, cell-based, Clone20 osteoblasts, set 2. inhibition, % at 12.5 µM. AID 588674, 2011. 360,000 compounds, 0.52% hits. Clone20 osteoblast Shn3 3'UTR firefly luciferase, 24 h;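 active = mean inhibition of at least 75% with every replicate also reaching 75%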;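 note: 0% = median of neutral control wells and 100% = pilot-screen positive control compound; some compounds past the cut are filed as inactive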
TROY signal inh = inhibitors of TROY-driven NF-kB signaling, primary screen, Q293 LMP1-TROYcd cells, NF-kB luciferase, uHTS; AID 1347056, 2019; Q293 LMP1-TROYcd NF-kB luciferase reporter, 4 h; inhibition, % at 10 µM; 360,000 compounds, 0.98% hits;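 active = compounds whose plate-normalised and pattern-corrected inhibition of the luciferase reporter signal at the single screening dose is 50% or more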
MITF TRPM1 inh = inhibitors of MITF-dependent TRPM1 promoter reporter, primary screen, cell-based, SK-MEL-5, single point, luciferase; SK-MEL-5 TRPM1 promoter luciferase, 24 h; inhibition, % at 12.5 µM; 330,000 compounds, 0.83% hits;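 active = mean inhibition across replicates of 60% or more, whatever share of single replicates reaches that level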; note: values of inactives mirror those of a sister screen read the other way
HIF-2a block = HIF-2a reporter inhibitors, primary screen, luminescence, 786-0 RCC cells; 786-0 RCC cells HIF-2a reporter, luciferase luminescence, overnight; inhibition, % at 18.8 µM; 360,000 compounds, 0.72% hits; AID 624352, 2012;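 active = inhibition of the luminescence signal of 40% or more relative to plate controls, in a single-dose primary screen at 18.75 µM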
Peg3 promoter = Peg3 promoter-driven luciferase inhibitors, primary screen, cell-based, HeLa, luciferase luminescence | HeLa PEG-Prom luciferase reporter, overnight | inhibition, % at 20 µM | 360,000 compounds, 1.7% hits;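 active = inhibition of at least 50% at 20 µM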
NR2E3 ag-1 = inhibitors of NR2E3-RetCOR corepressor binding, primary screen, NR2E3 agonist project, biochemical, TR-FRET, GST-NR2E3, biotin-RetCOR. 320,000 compounds, 0.12% hits. Photoreceptor-specific nuclear receptor (Homo sapiens), Q9Y5X4. inhibition of corepressor binding, % at 4.78 µM. 1536-well. AID 2300, 2010;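 active = percent inhibition above the cutoff of mean plus 3 SD of all tested compounds, set per screening campaign, cut at about 20% in these data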;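 note: 0% = DMSO wells and 100% = biotin wells as full block of FRET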
Target sequence (Q9Y5X4 whole entry, looked up): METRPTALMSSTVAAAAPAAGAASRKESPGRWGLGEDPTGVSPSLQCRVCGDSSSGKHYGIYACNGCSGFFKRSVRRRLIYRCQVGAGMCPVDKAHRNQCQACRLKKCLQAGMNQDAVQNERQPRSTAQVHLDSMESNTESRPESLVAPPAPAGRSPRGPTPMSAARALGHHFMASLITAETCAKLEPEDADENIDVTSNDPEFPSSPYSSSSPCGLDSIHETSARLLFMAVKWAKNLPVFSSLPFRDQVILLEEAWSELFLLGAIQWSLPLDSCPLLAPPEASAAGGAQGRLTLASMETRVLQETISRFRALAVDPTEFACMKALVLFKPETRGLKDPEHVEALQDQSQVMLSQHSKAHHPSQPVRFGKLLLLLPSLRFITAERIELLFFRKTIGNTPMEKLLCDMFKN
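Material: NR2E3–RetCOR corepressor complex / Amount: 1.35 nM GST-NR2E3 / Medium: Tris pH 7.5 / Compound: single nominal compound dose of 4.8 µM / Incubation: 5 h at 4 °C / Technique: TR-FRET, Eu(K)-anti-GST donor, streptavidin-D2 acceptor, ex 340, em 617/671 nm / Read-out basis: percent loss of FRET ratio relative to control wells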
TWEAK Fn14 block = inhibitors of TWEAK-Fn14 signaling, primary screen, luciferase reporter cells, uHTS; inhibition, % at 10 µM; AID 1159606, 2016; TWEAK-stimulated Fn14 reporter cells, luciferase luminescence, 8 h; 360,000 compounds, 2% hits; in the data active = inhibition above about 50%
NR2E3 ag-2 = NR2E3 agonists in two-hybrid cells, primary screen, cell-based, luminescence, CHO-S, Gal4-NCOR/VP16-NR2E3. inhibition of corepressor binding, % at 3.98 µM. luciferase. Photoreceptor-specific nuclear receptor (Homo sapiens), Q9Y5X4. AID 602229, 2012. 360,000 compounds, 0.35% hits;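 active = inhibition above the mean of all tested compounds plus 3 SD, cut at about 70% in these data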;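 note: 0% = DMSO with NR2E3 transfected cells and 100% = cells lacking NR2E3 construct; higher means lower luciferase signal from less NR2E3 corepressor binding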
CF NFkB block = inhibitors of PAF-induced NF-kB signaling, primary screen, cell-based, GFP fluorescence, uHTS | KKLEB NF-kB-GFP reporter, GFP fluorescence overnight | inhibition, % at 5 µM | 360,000 compounds, 0.86% hits | AID 588850, 2011;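 active = at least 50% inhibition at 5 µM, scaled per plate between neutral and stimulator controls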;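 note: PAF is a Pseudomonas aeruginosa culture filtrate used as stimulus; plate controls were PAF-stimulated DMSO wells for no effect and unstimulated DMSO wells for full effect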
TRAIL sens C8 = viability loss with TRAIL in NB7+C8 cells, primary screen, TRAIL sensitizer project, cell-based, ATPlite luminescence. inhibition (viability loss, TRAIL sensitization), % at 10 µM. 360,000 compounds, 1% hits. AID 624354, 2012;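 active = compounds causing at least 50% loss of cell viability in the single-dose screen, relative to plate controls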
* hit, by the source's call; · = no result given.

Screens in order – KKLEB cytotox, MITF TRPM1 inh, Shn3 inh set2, CF NFkB block, Peg3 promoter, HIF-2a block, TRAIL sens C8, NR2E3 ag-1, TROY signal inh, TWEAK Fn14 block, NR2E3 ag-2
Cc1ccc(S(=O)(=O)N2CCOCC2)cc1NC(=O)CNCc1ccc(Cl)cc1Cl
 : 9, 9, 21, -8, 14, 10, -9, ·, 10, 9, -7
CCN(CC(=O)Nc1ccccc1OC)C(=O)CC1CCCC1
 : 7, -2, 0, -1, 0, 3, -27, ·, 11, 10, 9
COc1nccnc1NS(=O)(=O)c1ccc(NC(=O)c2ccc(F)cc2)cc1
 : 2, -3, -1, 16, 10, 17, 11, 3, -18, -21, -16
Cn1cccc1C(=O)NC(=O)COC(=O)c1ccc(O)cc1
 : -1, -2, 11, 0, 4, -11, 19, 2, -16, -9, 21
CCOCCn1c(N2CCN(c3ccc(OC)cc3)CC2)nc2c1c(=O)n(C)c(=O)n2C
 : -19, -9, 11, -8, 7, 13, 9, 3, -3, -5, 5
O=C(CC1(O)C(=O)Nc2cc(Cl)cc(Cl)c21)c1ccccc1O (stereo not drawn)
 : -13, 17, 2, 3, -22, 16, -10, 1, 3, -6, 1
O=C(COC(=O)c1nc(Cl)ccc1Cl)NNC(=O)c1cccs1
 : -2, 13, 3, -3, -3, 4, 7, 1, -11, 0, -38
CN(C(=O)c1ccc(NC(=O)C2CC=CCC2C(=O)O)cc1)c1ccccc1 (stereo not drawn)
 : -4, 12, -16, -1, 9, 13, 10, -2, -1, 3, 11
Cc1ccc2c(c1)C(O)(CC(=O)c1cccnc1)C(=O)N2 (stereo not drawn)
 : -7, -1, -5, 7, 10, 16, -8, 3, 2, -16, 5
CCOC(=O)/C=C1\SCC(=O)N1CC(=O)NC(c1ccccc1)c1ccccc1
 : -3, 11, -4, -15, 12, 24, -12, 2, 11, -5, -6
CN(C)CCCNC(=O)C(=O)NCC1OCCN1S(=O)(=O)c1cc(F)ccc1F (stereo not drawn)
 : -8, 8, -3, 24, 17, 9, 12, 2, -3, 0, 3
Cc1c(Cl)cccc1NC(=O)Nc1cc(C(C)(C)C)on1
 : -3, -15, 6, 44, -10, -50, 9, -2, -7, -28, -15
CCn1c(SCC(=O)NC2CCCc3ccccc32)nnc1-c1cccs1 (stereo not drawn)
 : 0, -6, -1, 10, 9, 15, -2, 1, 15, 9, 2
Cc1nnc(SCc2cc(=O)[nH]c(=S)[nH]2)s1
 : -7, -7, 4, 12, 0, 9, -5, 1, -5, 8, -26
COc1cccc(C2=NN(C(=O)c3ccc(C)o3)C(O)(C(F)(F)F)C2)c1 (stereo not drawn)
 : 4, -7, 12, -8, 3, 10, -2, 0, -37, -4, 27
CCn1nnnc1-c1ccc(OC)c(S(=O)(=O)Nc2ccc(C)c(C)c2)c1
 : -17, 8, 15, 11, 16, 14, 1, 0, -11, 5, 20
CC(C)C[C@H](CO)N(Cc1ccccc1)S(=O)(=O)N(Cc1ccccc1)[C@@H](CO)CC(C)C
 : -22, 24, 66, 38, 53*, -11, 19, ·, 43, 26, -19
CCOc1ccc(NC(=O)c2c(NC(=O)CN3CCCC3)sc3c2CCC3)cc1
 : -3, -15, -20, -18, 4, -1, -9, 1, 12, -27, -5
COc1ccc(-c2cc(C(=O)OCC(=O)NC(C)(C)C)c3ccccc3n2)cc1
 : -10, -12, -4, -29, -40, -93, 29, 4, -26, -2, -16
CCOC(=O)/C(=N\Nc1cc(C(F)(F)F)ccc1Cl)N(CC)CC
 : -2, 7, 22, -1, 21, 11, -15, -2, 7, 10, -11
O=C(O)CSc1nc(-c2ccccc2)cc(=O)[nH]1
 : 7, -3, -5, -8, -1, 16, 13, 0, 4, -1, -1
Cc1c(NC(=O)CSc2nncc3ccccc23)c(=O)n(-c2ccccc2)n1C
 : 3, 9, -5, 10, 9, 9, -9, -1, -12, 10, -11
COc1ccc(C2CC(=O)C=C(NCCC(C)C)C2)cc1 (stereo not drawn)
 : 0, -4, -3, 3, 12, 16, 13, 0, -18, -6, -9
COc1cccc2cc(-c3n[nH]c(=S)n3C)oc12
 : 0, 5, -21, 6, -9, -14, -16, 0, -6, 2, -22
O=C(NCc1ccco1)Nc1cccc([N+](=O)[O-])c1
 : 5, 4, 0, 7, -26, -25, 0, ·, 10, 11, -38
COCCN1C[C@@H](CO)O[C@@H](n2cnc3c(N4CCCC4)ncnc32)C1
 : -2, ·, -12, -15, 5, 12, -15, ·, -2, -24, -26
N#Cc1c(NC(=O)c2ccc(N3CCOCC3)c([N+](=O)[O-])c2)sc2c1CCCC2
 : -8, -3, 12, 18, 14, 7, 3, -2, -1, -1, 5
COc1cc(S(=O)(=O)N(Cc2cccs2)C2CC2)ccc1-n1cnnn1
 : -8, 3, 14, 10, 17, -13, -27, 1, 2, 0, 7
CCOCCCNc1nc(C(F)(F)F)nc2c1nnn2Cc1ccccc1Cl
 : 3, 3, 18, 13, 29, 6, 5, 0, 27, -5, -7
Cc1cccc(NC(=O)CCNS(=O)(=O)c2cccc3nonc23)c1C
 : 2, 12, 3, -15, 6, 14, -6, -1, -18, -12, 5
COc1ccc(CCNC(=O)CCNS(=O)(=O)c2cccc3nsnc23)cc1OC
 : 0, 3, 1, 12, 6, 22, 24, 3, 4, -1, -2
O=C(CCC(=O)NCc1ccccc1)NCc1ccccc1
 : -4, 1, 19, 2, 8, 14, 7, 5, 17, -5, -17
COCCn1c(=O)c2c(nc3n2CC(C)CN3CCc2ccccc2)n(C)c1=O (stereo not drawn)
 : -23, 2, 5, 1, 1, 18, -5, -3, -12, 0, 13
CCOc1ccccc1Nc1nnc(SCc2nnc(-c3cc(OC)c(OC)c(OC)c3)o2)s1
 : -2, -9, 25, -4, 65*, 2, 32, 2, -5, 32, 31
Cc1cc(OCCCCCn2ccnc2)cc(C)c1Cl
 : 5, 10, -6, 1, 13, 6, 10, 2, 30, -2, -8
CCOC(=O)c1sc(NC(=O)CN2C(=O)C3CC=CCC3C2=O)nc1C (stereo not drawn)
 : 2, 1, 7, 12, 89*, 15, 9, 7, 2, 24, -19
OC(CN1CCCCC1)CN(c1ccccc1)c1ccccc1 (stereo not drawn)
 : 15, -3, 22, -21, 17, 17, 12, 1, 5, -4, -18
Cc1ccc(-n2nc(C(=O)O)cc2-c2ccc(Cl)cc2)cc1
 : 4, 13, 3, 12, 1, 20, -9, 2, -4, -21, -17
CN(C)S(=O)(=O)c1ccc(NS(=O)(=O)/C=C/c2ccccc2)cc1
 : 4, 3, 2, -18, 1, -3, -7, 1, -17, -10, -16
CC(=O)c1sc(NC(=O)COc2ccc(Cl)cc2Cl)nc1C
 : -8, -47, -45, -9, -102, -19, 15, 4, -39, -30, -24
O=C(/C=C/c1ccc(Cl)cc1)N1CCN(CCN2C(=O)c3cccc4cccc(c34)C2=O)CC1
 : 6, 5, 24, -21, 2, 2, -26, ·, 17, -7, 11
O=C(CSc1nc2[nH]ncc2c(=O)[nH]1)Nc1ccccc1
 : 2, -7, -4, -10, 2, 9, 3, 2, 19, 6, -10
O=C(COC(=O)CCNS(=O)(=O)c1ccccc1)NC(=O)Cc1ccccc1
 : 13, 2, 11, -21, 0, 7, -5, 5, 3, 6, -10
CCCCOc1ccc(Cc2cnc(N)nc2N)cc1
 : -5, -3, ·, -17, -27, -35, 6, 3, -14, 7, -15
COc1ccc(Br)cc1C(=O)Nc1ccc(NC(=O)c2ccco2)cc1
 : 1, -7, 26, -6, -21, -19, -11, 0, -11, -20, -32
CCN1CCCC1CNC(=O)c1ccc2c(c1)NC(=O)/C(=C\c1ccccc1Cl)S2 (stereo not drawn)
 : -3, ·, -13, 10, 24, -26, 18, ·, -5, 0, 3
CC(C)[C@H](NC(=O)c1ccccc1)C(=O)OCC(=O)N1CCCCCC1
 : -4, -3, -9, -12, 2, 5, 12, 1, 8, 6, -10
Cc1[nH]c(=O)c(C#N)c(C)c1CSc1ncccn1
 : 4, -5, 15, 8, 9, 5, -6, -4, -27, -24, -2
COC(=O)c1cn(NC(=O)c2cccc(F)c2)c(=O)c2ccccc12
 : 1, -2, 24, -19, 9, 17, 5, -1, -3, -4, -20
CCN1CCN(c2ccc(S(=O)(=O)N3CCOCC3)cc2NC(=O)/C=C/c2ccc(OC)c(OC)c2)CC1
 : -4, -6, -2, 4, -40, 11, 16, -3, -5, -62, 9
Cc1nn(-c2ccccc2)c(N)c1N=Nc1ccccc1
 : -4, -48, -109, 4, -277, -282, 29, 1, -37, -73, -145
CC(C)CN1CCC(=O)N(CCN=[N+]=[N-])CC1
 : -8, -7, -1, 8, 13, 9, 11, -1, -12, -3, -11

6 records picked at random from those above, as already listed:
Screens in order – KKLEB cytotox, MITF TRPM1 inh, Shn3 inh set2, CF NFkB block, Peg3 promoter, HIF-2a block, TRAIL sens C8, NR2E3 ag-1, TROY signal inh, TWEAK Fn14 block, NR2E3 ag-2
O=C(COC(=O)CCNS(=O)(=O)c1ccccc1)NC(=O)Cc1ccccc1
 : 13, 2, 11, -21, 0, 7, -5, 5, 3, 6, -10
O=C(CSc1nc2[nH]ncc2c(=O)[nH]1)Nc1ccccc1
 : 2, -7, -4, -10, 2, 9, 3, 2, 19, 6, -10
CCN1CCCC1CNC(=O)c1ccc2c(c1)NC(=O)/C(=C\c1ccccc1Cl)S2 (stereo not drawn)
 : -3, ·, -13, 10, 24, -26, 18, ·, -5, 0, 3
Cc1nn(-c2ccccc2)c(N)c1N=Nc1ccccc1
 : -4, -48, -109, 4, -277, -282, 29, 1, -37, -73, -145
Cc1[nH]c(=O)c(C#N)c(C)c1CSc1ncccn1
 : 4, -5, 15, 8, 9, 5, -6, -4, -27, -24, -2
CCCCOc1ccc(Cc2cnc(N)nc2N)cc1
 : -5, -3, ·, -17, -27, -35, 6, 3, -14, 7, -15

These rows are one share of the data, so the mix of outcomes need not match the whole.
